# Vc quorum ag – inducers of Vibrio cholerae quorum light production without autoinducers, primary screen, BH1578 luxS cqsA deficient, single point; V. cholerae BH1578 lux reporter, luminescence, 6 h; activation, % at 18.7 µM; hit rate 0.16% among 350,000; in the data active = activation mostly above about 9.7%, no sharp cut-off; inconclusive = no clear call, values can overlap the other calls; inactive = mostly below about 3.7%; note: not every result past the cut was called active; inactives centre near 0; reference of the scale not given here
# CCHFV vOTU inh – CCHFV vOTU protease inhibitors, primary screen, biochemical, Pep-AMC substrate, fluorescence | Crimean-Congo hemorrhagic fever virus L polyprotein viral ovarian tumor (vOTU) protease … | inhibition, % at 11.5 µM | hit rate 0.55% among 370,000; in the data active = inhibition above about 30%; note: 0% = vehicle wells with enzyme and 100% = no enzyme wells
# BoNT A protease – BoNT/A light chain protease inhibitors, primary screen, biochemical, flow cytometry, MLPCN library; multiplex microsphere protease substrate cleavage; inhibition, % at 10 µM; AID 588499, 2011; hit rate 0.17% among 360,000; Botulinum neurotoxin type A light chain protease (Clostridium botulinum A str. ATCC 3502); note: plate controls were buffer without enzyme for full effect and enzyme alone for no effect
# VHR inh abs – VHR1 phosphatase inhibitors, primary screen, biochemical, absorbance, uHTS | Dual specificity protein phosphatase 3 (Homo sapiens), P51452 | recombinant VHR phosphatase, pNPP absorbance | inhibition, % at 13.3 µM | hit rate 0.52% among 290,000 | AID 1654, 2009; in the data active = inhibition above about 50%; note: some compounds called inactive have numbers as strong as hits
# Target sequence (P51452 whole entry, looked up): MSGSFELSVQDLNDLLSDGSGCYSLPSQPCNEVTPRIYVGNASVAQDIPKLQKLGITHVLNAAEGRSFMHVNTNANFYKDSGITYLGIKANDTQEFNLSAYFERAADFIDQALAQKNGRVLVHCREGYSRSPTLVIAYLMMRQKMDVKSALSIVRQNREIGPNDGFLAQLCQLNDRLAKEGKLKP
# PriA SSB inh – inhibitors of Klebsiella pneumoniae PriA binding to SSB C-terminal tail, primary screen, biochemical, AlphaScreen; PriA–SSB C-terminal tail interaction (Klebsiella pneumoniae); AlphaScreen SSBct-PriA binding, biotinylated peptide; inhibition, % at 33 µM; hit rate 0.6% among 430,000; AID 1272365, 2023; in the data active = inhibition mostly above about 37%, no sharp cut-off; inactive = mostly below about 20%;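 note: plate controls were negative control peptide for no effect and reference peptide for full effect; strong numbers were not always called active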
# PfHsp40 yeast – rescue of yeast from PfHsp40 toxicity, primary screen, S. cerevisiae, ATP luminescence; S. cerevisiae expressing PfHsp40, growth rescue; growth rescue, % at 12.5 µM; hit rate 0.68% among 340,000; AID 504582, 2011; in the data active = growth rescue above about 28%, passing the limit was not always enough; inconclusive = no clear call, values can overlap the other calls;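 note: yeast W303a lacking pdr1 and pdr3 grown in galactose medium; growth measured after three days at 30 °C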
# 3CLpro inhibitor – SARS-CoV 3CLpro protease inhibitors, primary screen, biochemical, quenched FRET. Replicase polyprotein 1ab (Severe acute respiratory syndrome coronavirus), P0C6X7. recombinant SARS-CoV 3CLpro, quenched FRET peptide cleavage. inhibition, % at 6 µM. hit rate 0.14% among 290,000; in the data active = inhibition above about 12%
# TcdB GH inh – TcdB glycohydrolase inhibitors, primary screen, biochemical, single point, plate reader; Toxin B (Clostridioides difficile), P18177; AID 652162, 2013; inhibition, % at 9.99 µM; hit rate 0.24% among 350,000; TcdB glycohydrolase enzymatic assay; in the data active = inhibition above about 10%
# Anthrax LF inh2 – Bacillus anthracis LF protease inhibitors, primary screen, biochemical, multiplex microsphere, MLPCN library; Lethal factor (Bacillus anthracis), P15917; multiplex microsphere protease cleavage assay; inhibition, % at 10 µM; hit rate 0.12% among 360,000; note: plate controls were buffer without enzyme for full effect and enzyme alone for no effect
# Target sequence (P15917 whole entry, looked up): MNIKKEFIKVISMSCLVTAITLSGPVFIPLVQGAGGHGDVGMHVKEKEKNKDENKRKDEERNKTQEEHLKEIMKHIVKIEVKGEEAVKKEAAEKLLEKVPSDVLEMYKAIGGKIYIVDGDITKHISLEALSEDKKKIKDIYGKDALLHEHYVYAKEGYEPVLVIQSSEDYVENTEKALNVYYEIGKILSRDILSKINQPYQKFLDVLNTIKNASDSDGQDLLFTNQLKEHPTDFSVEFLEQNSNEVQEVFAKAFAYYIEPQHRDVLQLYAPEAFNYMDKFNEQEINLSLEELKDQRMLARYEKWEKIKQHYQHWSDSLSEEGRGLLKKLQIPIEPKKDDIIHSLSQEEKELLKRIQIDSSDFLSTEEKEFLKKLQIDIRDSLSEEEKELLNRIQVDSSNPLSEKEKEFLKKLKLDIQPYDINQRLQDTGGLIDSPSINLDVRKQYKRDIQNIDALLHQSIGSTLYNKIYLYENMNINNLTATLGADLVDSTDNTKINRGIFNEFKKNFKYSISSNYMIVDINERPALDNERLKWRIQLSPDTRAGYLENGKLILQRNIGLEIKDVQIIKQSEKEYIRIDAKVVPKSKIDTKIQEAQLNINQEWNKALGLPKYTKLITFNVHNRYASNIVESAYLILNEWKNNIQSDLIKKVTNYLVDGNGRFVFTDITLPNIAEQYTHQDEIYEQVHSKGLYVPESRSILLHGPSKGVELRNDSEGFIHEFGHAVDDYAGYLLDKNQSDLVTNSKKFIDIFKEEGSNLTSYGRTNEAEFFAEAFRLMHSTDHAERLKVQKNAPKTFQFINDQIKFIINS
# Y pestis TopoI – Yersinia pestis topoisomerase I inhibitors, primary screen, biochemical, cleavage product accumulation, plate reader, single point. Y. pestis Topo-I cleavage product accumulation. activity, % at 10 µM. DNA topoisomerase I (Yersinia pestis CO92). AID 504884, 2011. hit rate 0.064% among 360,000; in the data active = activity above about 50%, passing the limit was not always enough; inconclusive = no clear call, values can overlap the other calls; note: inactives centre near 2
# Active calls of the source: *; i = inactive; ? = inconclusive; . = no result given; & = joins results of further samples. Cut-off read from the data, not from the text of the source, unless noted: active = inhibition above about 30%; inconclusive = no clear call, values can overlap the other calls; inactive = below that. A portion of the library. The share of hits here may be higher or lower than overall.
SMILES,Vc quorum ag,CCHFV vOTU inh,BoNT A protease,VHR inh abs,PriA SSB inh,PfHsp40 yeast,3CLpro inhibitor,TcdB GH inh,Anthrax LF inh2,Y pestis TopoI
COc1ccc(N2C(=O)CC(NCc3cccc(F)c3)C2=O)cc1 (stereo not given),-0.3,9.7,-0.3,22.5,-4.0,-1.1,.,.,-2.6,-8.7
Cc1cc(C(=O)Nc2cccc(C)c2C)n(-c2ccccc2)n1,-0.4,-13.6,-0.8,-47.2,6.6,0.4,0.1,2.3,-13.2,-9.7
O=C(CN1C(=O)C2CC=CCC2C1=O)Nc1nc2ccccc2[nH]1 (stereo not given),i,-2.9,0.1,17.9,-19.3,-0.6,-1.9,.,1.9,1.8
CCCN(CCC)S(=O)(=O)c1ccc(C(=O)O)cc1,4.2,-1.6,-0.9,27.9,-5.2,-1.5,-5.7,-2.3,-6.2,3.1
Cc1cc(NS(=O)(=O)c2ccc(NC(=O)CSc3nc4ncc(Cl)cc4[nH]3)cc2)nc(C)n1,i,2.8,-0.4,35.4,3.5,1.0,0.5,0.3,-4.0,5.2
O=C1C=Cc2ccccc2C1=O,4.2,.,.,-3.0,.,0.0,-2.2,.,.,.
O=C1C(=O)N(C2CCCC2)C(=O)N1Cc1c(F)cccc1Cl,-0.7,7.0,-1.9,-0.5,-14.7,0.9,-0.9,-0.9,-9.2,-11.7
COC(=O)C1=C(N)c2c(F)cccc2C1(C#N)c1ccc(F)cc1 (stereo not given),i,-3.9,0.0,-0.2,-17.3,0.4,8.1,.,0.7,5.9
Cc1ccc(C(=O)NC(=S)NNC(=O)COc2ccccc2C)cc1,1.4,1.7,-0.6,18.1,4.4,0.6,0.5,3.3,-3.6,-1.1
CCOc1ccccc1NC(=O)CCn1nc(C)c(S(=O)(=O)N2CCCCC2)c1C,-0.2,7.2,0.6,5.3,1.2,-0.8,1.1,-0.5,3.1,16.8
NC(=O)Cn1c(=O)n(Cc2ccco2)c(=O)c2c3c(sc21)CCCCC3,-2.2,-1.3,?,32.7,4.2,1.5,-2.7,.,-1.1,4.2
Cc1ccccc1OCc1nnc(SCC(=O)Nc2ccc3c(c2)OCO3)n1C,-0.4,-10.1,2.3,25.8,-1.2,-0.1,-1.4,0.0,2.9,22.0
COc1cc(C2N(c3cc(C)on3)C(=O)C3CCCN32)cc(OC)c1OC (stereo not given),11.4,-4.2,-1.2,36.7,-2.8,-0.7,-0.7,.,2.5,0.2
COc1ccc(N2C(=O)CC(N3CCC(O)(c4ccc(Br)cc4)CC3)C2=O)cc1 (stereo not given),-0.2,10.1,-0.4,39.4,-3.0,0.0,-3.0,.,1.7,3.2
CC(=O)N1CCN(C(=O)c2cc(-c3ccc(Cl)s3)nc3ccccc23)CC1,26.8,-128.0,2.2,.,-8.9,-0.8,.,0.7,0.1,11.2
COc1cc(NC(=O)Cn2cnc(C(=O)Nc3ccc(C)c(C)c3)n2)cc(OC)c1OC,-1.9,-3.5,-0.4,.,-5.0,-1.3,.,-0.2,-1.0,12.2
Cc1nc(SCC(=O)Nc2ccnc3ccccc23)n[nH]1,-0.7,12.2,-0.3,27.3,-19.1,-0.6,1.1,.,-6.1,-0.9
Clc1ccc(C2=Nn3c(nnc3-c3cccnc3)SC2)s1,-2.5,-1.0,2.4,25.0,-1.2,0.2,-1.3,.,2.6,-0.3
Nc1ccccc1SC(CC(=O)c1ccccc1)c1ccccc1 (stereo not given),-1.4,.,0.0,.,.,.,.,.,-2.3,2.6
O=S(=O)(Cc1ccccc1Cl)NCc1ccccc1,-0.5,-7.7,0.0,28.3,-6.0,1.7,-1.5,1.3,-1.0,-4.0

# Reprinted from the part before: three compounds, followed by the next part.
SMILES,Vc quorum ag,CCHFV vOTU inh,BoNT A protease,VHR inh abs,PriA SSB inh,PfHsp40 yeast,3CLpro inhibitor,TcdB GH inh,Anthrax LF inh2,Y pestis TopoI
Clc1ccc(C2=Nn3c(nnc3-c3cccnc3)SC2)s1,-2.5,-1.0,2.4,25.0,-1.2,0.2,-1.3,.,2.6,-0.3
Nc1ccccc1SC(CC(=O)c1ccccc1)c1ccccc1 (stereo not given),-1.4,.,0.0,.,.,.,.,.,-2.3,2.6
O=S(=O)(Cc1ccccc1Cl)NCc1ccccc1,-0.5,-7.7,0.0,28.3,-6.0,1.7,-1.5,1.3,-1.0,-4.0
CCc1ccc2c(COC(=O)c3n[nH]c4ccccc34)cc(=O)oc2c1,i,-12.6,0.8,-6.6,-5.2,-0.7,-0.4,.,-6.1,-4.9
Cc1ccccc1OS(=O)(=O)c1cccc([N+](=O)[O-])c1,i,-4.1,-0.1,.,.,.,.,3.8,-1.0,-4.8
Oc1ccc(C[C@@H](CN2CCCC2CN2C(=S)NC[C@@H]2Cc2ccccc2)N2C[C@H](Cc3ccccc3)N(CC3CCCCC3)C2=S)cc1 (stereo not given in full),.,15.3,-0.9,.,.,.,.,1.1,-6.3,.
O=C(c1cc(-c2ccc(Cl)c(Cl)c2)on1)N1CCN(c2ccccc2)CC1,i,-0.4,-5.3,15.1,-5.3,0.9,-6.7,.,-3.8,0.1
CCc1ccccc1NC(=S)NN,.,-12.1,.,20.6,.,.,-1.6,-0.1,.,.
O=C(O)CCN1C(=O)/C(=C\c2cccc(OCc3ccccc3)c2)SC1=S,-0.6,6.3,-1.0,-17.2,-4.4,0.1,4.0,1.2,-2.4,-7.0
N/C(=N\OC(=O)c1ccc(F)cc1)c1ccccc1,i,-15.7,-7.1,21.9,.,-1.6,-2.1,.,-1.9,4.8
Cc1cc(=O)n2c(n1)SCOC2,-0.2,-10.8,.,10.1,-4.5,-0.3,-3.7,1.3,.,-5.7
COc1ccccc1-c1ccc2c(c1)O[C@@H](CN(C)C(=O)c1ccncc1)[C@H](C)CN([C@@H](C)CO)S2(=O)=O,-0.4,-6.5,-0.2,.,.,.,.,1.3&-0.6&-0.6,-2.7,15.1
CCc1ccc(NC(=O)CN2C(=O)COc3ccc(S(=O)(=O)N4CCCC4)cc32)cc1,0.9,-0.5,-1.1,1.3,1.1,0.2,-2.4,1.0,-4.3,6.4
COc1cccc(NC(=O)CNc2cc(S(=O)(=O)N3CCOCC3)ccc2N2CCCC2)c1,-1.1,-8.3,0.1,.,21.9,0.1,.,0.2,-1.7,17.6
COc1cccc(NC(C(=O)Nc2cccc(C(C)=O)c2)c2ccccc2)c1 (stereo not given),-0.2,6.0,0.6,-6.7,4.0,-0.5,-1.8,.,-8.0,-4.2
O=C(Nc1ccccc1F)c1ccccc1-c1ccc(C(F)(F)F)cc1,3.4,14.8,-0.7,0.1,1.4,-0.6,9.5,.,0.8,-1.4
O=C(/C=C/c1cccnc1)c1ccccc1O,-0.6,-10.9,2.0,26.3,22.1,1.0,-2.5,0.9,-0.5,-0.9
Fc1ccccc1CCNc1nnnn1-c1ccccc1,0.8,-0.9,-0.2,39.7,-19.6,0.3,4.3,.,2.8,-2.2
CCn1nnnc1-c1ccc(OC)c(S(=O)(=O)NCc2ccccc2)c1,-0.2,-26.7,-0.4,0.0,0.7,-0.1,0.9,.,-5.9,-4.4
Cc1nc2cc(C(F)(F)F)ccc2n1CCNc1nc(-c2ccc([N+](=O)[O-])c(Cl)c2)cs1,-1.3,6.2,0.1,17.3,-1.6,-0.3,-1.8,1.1,-3.4,1.0
Cc1ccc(CNC(=O)C2(C)Oc3ccccc3NC2=O)cc1 (stereo not given),i,4.5,1.0,-11.1,1.3,-0.2,4.1,.,1.7,5.6
COc1ccc(NC(=S)NCC(c2ccco2)N2CCCC2)cc1 (stereo not given),-0.2,6.7,-1.4,-0.1,0.4,-0.7,-1.3,0.7,-2.6,5.8
COCCNC(=S)N1CCC2CC1c1cc(-c3ccc4c(c3)OCO4)ccc12 (stereo not given),.,9.5,0.2,.,.,.,.,1.9,-0.7,.
COc1ccc(-c2csc(Nc3ccc(S(N)(=O)=O)cc3)n2)cc1,.,-5.8,2.6,0.3,25.4,-1.2,3.3,.,3.3,-21.7
COc1cccc(CN(C)C(=O)CCNC(=O)c2ccco2)c1,-2.6,9.1,-0.3,.,-7.9,0.4,.,-2.4,-0.4,-3.9
Cc1cc(C)nc(NC(=O)c2ccc([N+](=O)[O-])c(C)c2)n1,i,-8.1,-2.7,30.3,-7.8,-0.6,-9.3,2.0,24.7,5.7
Cc1cc(OC(C)C(=O)NC(Cc2c[nH]c3ccc(O)cc23)C(=O)O)c2c(C)c(C)c(=O)oc2c1 (stereo not given),-0.4,-4.9,-0.2,12.5,4.7,0.2,-1.6,-1.0,0.9,-5.7
C/C(=N/OC(=O)c1ccccc1)c1oc(C)nc1C,-0.4,6.8,-4.6,26.9,.,1.3,2.1,1.3,4.4,-4.7
Cc1ccc2nc(SC(C)C(=O)N3CC(C)OC(C)C3)[nH]c2c1 (stereo not given),-0.3,-16.3,0.0,5.8,-9.9,1.0,-0.2,2.5,-4.4,-1.1
CCc1ccc(S(=O)(=O)NCCc2cn3cccc(C)c3n2)s1,-0.1,6.5,-0.4,-7.5,-0.2,-0.3,-5.3,-0.8,1.5,1.8
Cc1ccc(O)c(CNc2cccc3cccnc23)c1,1.2,15.0,-0.4,29.6,65.1,-0.4,4.1,0.1,-9.2,-19.7
Cc1ccc(NC2=NCCCS2)cc1Cl,-0.6,2.3,0.3,21.5,12.0,-1.8,-6.6,-0.8,-3.1,0.1
COC(=O)NNC(=O)c1ccccc1C,i,2.5,?,10.4,-9.8,-0.9,0.1,.,-0.1,5.5
Cc1ccc(CNC(=O)c2cc(C)nn2-c2ccccc2)cc1,i,4.5,0.5,21.1,-21.9,-0.4,-3.4,0.0,-2.0,0.2
O=C(NCC(c1cccnc1)N1CCOCC1)Oc1ccccc1 (stereo not given),i,-7.6,-0.3,13.2,-7.9,1.3,-1.8,.,0.2,-7.0

# One compound at a time (already shown).
# Cc1cc(C)nc(NC(=O)c2ccc([N+](=O)[O-])c(C)c2)n1 is listed with Vc quorum ag: i; CCHFV vOTU inh: -8.1; BoNT A protease: -2.7; VHR inh abs: 30.3; PriA SSB inh: -7.8; PfHsp40 yeast: -0.6; 3CLpro inhibitor: -9.3; TcdB GH inh: 2.0; Anthrax LF inh2: 24.7; Y pestis TopoI: 5.7
# O=C(NCC(c1cccnc1)N1CCOCC1)Oc1ccccc1 (stereo not given) is listed with Vc quorum ag: i; CCHFV vOTU inh: -7.6; BoNT A protease: -0.3; VHR inh abs: 13.2; PriA SSB inh: -7.9; PfHsp40 yeast: 1.3; 3CLpro inhibitor: -1.8; TcdB GH inh: .; Anthrax LF inh2: 0.2; Y pestis TopoI: -7.0

# Screening data from PubChem BioAssay.
